# NTR1 agonist: NTR1-driven beta-arrestin-GFP spot formation – imaging, U2OS cells, high content, primary screen (AID 493036); activation, % at 20 µM; 330,000 compounds, 0.17% hits; P30989; agonist mode;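 active = activation at or above 40% of the spot to cytoplasm intensity ratio, with at least 20 cells analyzed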;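 note: 0% = DMSO without peptide and 100% = 100 nM NTR1 peptide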
# Target sequence (P30989 whole entry, looked up): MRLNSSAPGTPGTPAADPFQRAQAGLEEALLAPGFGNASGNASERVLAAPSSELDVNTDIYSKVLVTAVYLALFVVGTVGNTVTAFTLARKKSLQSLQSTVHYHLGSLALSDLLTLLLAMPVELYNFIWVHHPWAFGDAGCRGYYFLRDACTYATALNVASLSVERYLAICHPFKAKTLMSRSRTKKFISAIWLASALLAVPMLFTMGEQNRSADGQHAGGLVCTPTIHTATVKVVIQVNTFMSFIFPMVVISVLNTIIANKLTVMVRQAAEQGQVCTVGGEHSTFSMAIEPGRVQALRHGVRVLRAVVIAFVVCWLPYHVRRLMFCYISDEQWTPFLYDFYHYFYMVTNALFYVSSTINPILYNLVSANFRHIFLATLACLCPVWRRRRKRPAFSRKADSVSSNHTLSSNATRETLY
# GPR55 LPI antagonism: inhibition of LPI-stimulated GPR55 beta-arrestin translocation – imaging, U2OS, beta-arrestin-GFP, LPI agonist, primary screen (AID 2013); U2OS GPR55 beta-arrestin-GFP translocation imaging, LPI antagonism; higher % means a stronger effect; one-dose inhibition, % at 10 µM; IC50 in µM for titrated hits; 290,000 compounds, 0.13% hits;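 active = spots per cell inhibited over 60%, with over 100 cells counted and total cytoplasm intensity under 500,000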;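 note: U2OS cells stably carrying GPR55 and arrestin-GFP stimulated by 5 µM LPI near EC80; imaged beta-arrestin-GFP aggregate spots per cell after agonist stimulation; plate controls were LPI-stimulated DMSO wells for no effect and DMSO wells without LPI for full effect; some results filed as inactive read as strong as hits; confirmed hits need IC50 under 10 µM and bright autofluorescent wells are also inconclusive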
# LYP inhibition: inhibitors of LYP phosphatase, biochemical, fluorescence intensity, uHTS (AID 1779); 290,000 compounds, 0.054% hits; recombinant LYP phosphatase, fluorescence intensity; higher % means a stronger effect; one-dose inhibition, % at 11.5 µM; IC50 in µM for titrated hits; in the data active = inhibition above about 50%;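 note: plate controls were vehicle with enzyme for no effect and no enzyme for full effect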
# T cell HTS: T cell immune modulators affecting CD8 T cell-vesicle binding; AID 2052; 330,000 compounds, 0.068% hits; calls only at 7 µM; 2C CD8+ T cell-vesicle binding, flow cytometry; hits give low values;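 active = response, share of CD8 T cells binding vesicles, and their 90th percentile fluorescence all below set limits, cut at about 80% in these data, passing the limit was not always enough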
#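 Also added: QL9-peptide-loaded Drosophila micro-vesicles bearing Ld, ICAM-1 and B7-1; Test system: purified 2C TCR transgenic mouse naive CD8+ T cells; Measured by: cytometric PE anti-B7-1 and Alexa647 anti-CD8 signals after 1% paraformaldehyde fixation; Timing: binding step 1.5 h, 37 °C, antibody labelling 20 min, ice.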
# GPR35 arrestin U2OS: inhibition of zaprinast-stimulated GPR35 beta-arrestin translocation – imaging, U2OS, beta-arrestin-GFP, zaprinast agonist, primary screen (AID 2058). inhibition, % at 10 µM; hits with a dose series show IC50 in µM. U2OS GPR35 beta-arrestin-GFP translocation imaging, zaprinast antagonism; higher % means a stronger effect. 290,000 compounds, 0.052% hits;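 active = inhibition of at least 50% with at least 30 cells and total cytoplasm GFP at most 10,000,000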
# SV40 large T antigen: SV40 large T antigen inhibitors, biochemical (AID 1903); SV40 large T antigen ATPase/helicase inhibition assay; higher % means a stronger effect; inhibition, % at 20 µM; hits with a dose series show IC50 in µM; 310,000 compounds, 0.39% hits; in the data active = a potency from the dose series; note: strong numbers were not always called active
# GPR55 beta-arrestin: selective activators of receptor GPR55 – imaging, U2OS cells, beta-arrestin-GFP redistribution, primary screen (AID 1961); U2OS GPR55 beta-arrestin-GFP redistribution imaging; higher % means a stronger effect; activation, % at 10 µM; hits with a dose series show EC50 in µM; 290,000 compounds, 0.048% hits;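 active = activation above 40% with more than 50 cells counted in the well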;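 note: U2OS osteosarcoma cells stably expressing GPR55 and beta-arrestin-GFP; plate controls were DMSO negative control for no effect and LPI positive control for full effect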
# Rac1 GTP hydrolysis: MgcRacGAP GTPase-activating activity inhibitors, confirmation, biochemical, ADP Hunter fluorescence. MgcRacGAP-stimulated Rac1 GTP hydrolysis, ADP Hunter fluorescence; higher % means a stronger effect; GST-tagged Rac1 F28L mutant substrate. one-dose inhibition, % at 30 µM; IC50 in µM for titrated hits. 340,000 compounds, 0.6% hits;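 active = first-screen hits whose inhibition reached a set limit at any dose in the follow-up dose series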;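 note: fluorescence reports GDP produced by GAP-driven GTP hydrolysis; strong numbers were not always called active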
# Hep lipid drop: hepatic lipid droplet formation modulation. AML12 mouse hepatocytes, oleate lipid droplets, BODIPY imaging. inhibition, % at 6.5 µM. 240,000 compounds, 0.4% hits;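 active = lipid droplet intensity inhibited by at least 50%, with more than 500 cells counted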
#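 Material – AML12 mouse liver cells · Also added – oleate loading, 100 µM · Compound dosing – 6.5 µM single-point dosing · Times – overnight treatment with compound plus oleate · Measured by – fluorescence imaging, 20x objective, two fields per well · Read-out – percent inhibition of filter-corrected integrated lipid droplet intensity per well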
# Hep lipid drop cells 6.5 µM: recorded beside Hep lipid drop, whose call it bears; cell count; measured here: cell count, cytotoxicity flag;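 cells counted across two imaged fields per well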
# T cell HTS vesicle-bound %: recorded beside T cell HTS, whose call it bears; double positive events, %; measured here: CD8+ vesicle-bound cell fraction;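 binding gate set so that unloaded-vesicle control wells show 10% double positive cells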
# NTR1 agonist cell count 20 µM: also measured in NTR1 agonist; calls as there; cell count; measured here: cell count, cytotoxicity flag
# Numbers without * were called inactive; i = inactive; nt = no result given.
SMILES,NTR1 agonist,NTR1 agonist cell count 20 µM,GPR55 LPI antagonism,LYP inhibition,T cell HTS,T cell HTS vesicle-bound %,GPR35 arrestin U2OS,SV40 large T antigen,GPR55 beta-arrestin,Rac1 GTP hydrolysis,Hep lipid drop,Hep lipid drop cells 6.5 µM
CCOC(=O)Cn1nc(C)c(NC(=O)COc2ccc([N+](=O)[O-])c(C)c2)c1C,-1.9,62,15.7%,-5.5%,i,4.8,11.2%,4.7%,0.2%,-5.5%,-0.5,679
COc1ccc(CCC(=O)NCCc2ccc(OC)c(OC)c2)cc1,-0.8,80,-2.4%,-3.0%,i,17.0,-1.4%,-0.4%,-0.1%,8.1%,15.8,679
Cc1ccccc1C(=O)N1CCC(C(=O)NCc2ccc(Cl)cc2)CC1,0.0,61,-3.2%,-9.9%,i,32.6,-0.2%,18.2%,-0.2%,8.1%,-6.7,661
CCN(CC)S(=O)(=O)c1cc(NC(=O)COC(=O)CCC(=O)c2cccs2)ccc1C,2.4,42,2.9%,7.3%,i,36.8,-2.7%,5.0%,0.2%,3.0%,-3.3,755
Cc1cc(C)c2nc3sc(C(=O)N4CCOCC4)c(N)c3cc2c1,5.7,50,-24.5%,-6.1%,i,26.8,-4.8%,16.9%,0.0%,15.1%,-39.0,433
CCCCNc1nc(-c2ccccc2)cc(C(F)(F)F)c1C(N)=O,12.0,56,5.5%,-9.1%,i,17.2,19.3%,-0.1%,-0.4%,2.4%,-5.7,723
CCOc1cccc(/C(O)=C2/C(=O)C(=O)N(CCOC)C2c2ccco2)c1 (stereo not given),-0.7,52,1.1%,-0.8%,i,24.4,4.5%,10.4%,-0.1%,5.1%,9.0,741
O=C(NCC1CCCO1)c1cccc(NC(=O)c2ccco2)c1 (stereo not given),-0.4,57,16.9%,-6.8%,i,41.0,3.8%,2.0%,0.4%,4.4%,-1.0,720
Cc1cc(N2CCN(C(c3ccccc3)c3ccccc3)CC2)n2ncnc2n1,3.8,86,3.0%,-2.5%,i,45.6,5.9%,2.1%,-0.4%,5.7%,-3.8,676
Cc1c(C(=O)Nc2cccc(Cl)c2)c2ccccn2c1CCc1ccncc1,nt,nt,8.9%,-4.7%,nt,nt,15.6%,2.6%,-0.1%,5.9%,-14.9,607
O/N=C(/CCc1ccccc1)c1ccc2c(c1)OCCO2,4.7,47,-8.3%,-3.6%,i,37.9,-7.5%,-16.8%,-0.1%,-0.6%,1.2,647
COc1ccc(-c2nnc(NC(=O)C3=COCCO3)o2)cc1,-1.3,59,-4.2%,-3.0%,i,26.2,-9.4%,2.8%,0.0%,6.8%,-1.2,603
O=P(O)(O)COc1ccccc1P(=O)(c1ccccc1)c1ccccc1,-3.7,93,9.3%,-1.8%,i,53.3,-5.4%,8.0%,0.2%,2.1%,2.7,717
C=CCN1C(=O)c2ccc(C(=O)N3CCN(S(=O)(=O)c4cccc(F)c4)CC3)cc2C1=O,0.6,43,nt,nt,i,51.4,nt,2.5%,nt,5.2%,nt,nt
COc1cccc(NC(=O)c2ccc3c(c2)CCCC3)c1,-0.4,66,4.3%,-8.1%,i,35.1,1.0%,-5.6%,-0.2%,10.1%,2.4,785
O=c1cc(CNCCCO)c2ccccc2[nH]1,0.6,57,1.8%,-1.4%,i,40.0,10.8%,2.8%,-0.1%,8.0%,-1.1,706
COC(=O)C1C(c2ccccc2)NC(=O)NC1(O)C(F)(F)Cl (stereo not given),-1.0,55,3.7%,-5.5%,i,8.8,0.5%,12.3%,-0.2%,3.2%,11.2,656
Cc1noc(C)c1COc1ccc(C(=O)NCCc2ccccn2)cc1,-0.9,27,-0.2%,-6.0%,i,27.3,-3.6%,3.0%,0.9%,-11.4%,19.2,680
CNC(=O)CSc1nnc(C2CC2)n1-c1ccccc1,0.6,54,6.1%,-3.3%,i,33.1,-2.1%,8.8%,-0.4%,3.6%,-2.4,659
O=C(OCc1nnc(-c2ccccc2)o1)c1cc(S(=O)(=O)N2CCOCC2)c(Cl)cc1Cl,18.0,86,-6.7%,11.0%,i,37.4,3.1%,1.2%,0.0%,7.3%,-8.7,728

# Reprinted from the part before: 3 compounds, then new ones.
SMILES,NTR1 agonist,NTR1 agonist cell count 20 µM,GPR55 LPI antagonism,LYP inhibition,T cell HTS,T cell HTS vesicle-bound %,GPR35 arrestin U2OS,SV40 large T antigen,GPR55 beta-arrestin,Rac1 GTP hydrolysis,Hep lipid drop,Hep lipid drop cells 6.5 µM
Cc1noc(C)c1COc1ccc(C(=O)NCCc2ccccn2)cc1,-0.9,27,-0.2%,-6.0%,i,27.3,-3.6%,3.0%,0.9%,-11.4%,19.2,680
CNC(=O)CSc1nnc(C2CC2)n1-c1ccccc1,0.6,54,6.1%,-3.3%,i,33.1,-2.1%,8.8%,-0.4%,3.6%,-2.4,659
O=C(OCc1nnc(-c2ccccc2)o1)c1cc(S(=O)(=O)N2CCOCC2)c(Cl)cc1Cl,18.0,86,-6.7%,11.0%,i,37.4,3.1%,1.2%,0.0%,7.3%,-8.7,728
CC1=C(C(=O)OCC2CCCO2)C(c2ccccc2)NC(=O)N1 (stereo not given),-0.1,55,13.3%,0.1%,i,31.1,9.0%,15.0%,-0.2%,0.8%,nt,nt
CCOc1ccc(CN2CCN(CCCc3ccccc3)CC2CCO)cc1 (stereo not given),1.8,61,14.6%,-3.2%,i,59.0,18.6%,8.3%,-0.1%,5.8%,2.1,811
COc1ccc(C(=O)O/N=C(\N)Cc2ccc([N+](=O)[O-])cc2)c(OC)c1,1.2,53,-3.0%,-3.2%,i,40.6,-4.0%,3.9%,-0.1%,7.1%,-1.0,675
Cc1ccc(CCNC(=O)C2CCN(S(=O)(=O)c3cccc4nonc34)CC2)cc1,-1.6,40,4.8%,-4.6%,i,36.0,-4.1%,-6.2%,-0.2%,-5.6%,nt,nt
O=C(NC1CCCCC1)C(c1cccnc1)N(C(=O)CCl)c1ccccc1Cl (stereo not given),-1.3,86,7.1%,0.0%,i,35.7,-5.4%,5.2%,-0.2%,0.1%,-29.2,545
CCCn1c2ccccc2c2cnn(CC(=O)NCCN(CC)CC)c(=O)c21,0.3,89,9.9%,-0.5%,i,50.8,2.3%,7.5%,-0.1%,5.4%,36.2,703
O=C(CSCc1ccccc1)Nc1ccc2c(c1)C(=O)NC2=O,1.2,32,-9.7%,2.5%,i,51.1,13.9%,9.8%,0.2%,2.1%,15.9,727
CN1CCN(c2ccc(C(F)(F)F)cc2NC(=O)Nc2ccccc2)CC1,3.4,85,9.1%,-7.6%,i,29.4,2.9%,24.5%,-0.1%,10.2%,nt,nt
Cc1ccc(C(=O)Nc2ncc(C)s2)o1,1.0,57,5.2%,3.2%,i,13.2,22.3%,7.8%,-0.1%,-4.0%,3.0,780
Cn1cnc([N+](=O)[O-])c1S(=O)(=O)c1cccc(Cl)c1,0.1,90,-4.4%,2.2%,i,53.8,-9.8%,15.1%,0.0%,7.0%,-0.5,601
O=C(COC(=O)C1CCC(=O)N1)Nc1ccc(Br)cc1 (stereo not given),-0.7,76,-0.4%,-0.2%,i,63.0,-8.6%,7.3%,-0.1%,15.9%,14.1,635
Cc1ccc(C(=O)N2CCN(c3ccc(Cl)cc3)CC2)cc1,1.7,78,11.9%,-8.9%,i,27.6,-3.6%,13.7%,-0.2%,2.5%,-10.7,731
CC1CCc2nc(NCCO)nc(C(F)(F)F)c2C1 (stereo not given),0.3,54,-8.5%,-0.5%,i,20.7,12.9%,3.0%,-0.1%,9.7%,3.5,721
CCOc1cccc(C2C(C(=O)c3ccc(C)o3)=C(O)C(=O)N2CCCn2ccnc2)c1 (stereo not given),0.7,57,nt,nt,i,30.6,nt,14.5%,nt,8.9%,nt,nt
CCCN(CC(=O)Nc1ccccc1OC)C(=O)CSc1nc(C)cc(C)n1,0.0,79,nt,nt,i,29.5,nt,10.3%,nt,4.8%,nt,nt
Cn1c(SCC(=O)N2CCc3ccccc32)nnc1C1CC1,0.3,52,6.1%,-8.7%,i,33.2,25.0%,21.0%,-0.3%,3.1%,nt,nt
O=CC1=C(N2CCOCC2)/C(=C\c2ccccc2)CC1,-0.5,36,-12.8%,3.0%,i,21.8,-10.6%,4.8%,-0.6%,-15.1%,5.4,675
Cc1ccc(C2(C)NC(=O)N(CC(=O)Nc3ccc(N4CCOCC4)cc3N3CCOCC3)C2=O)cc1 (stereo not given),0.5,66,nt,nt,i,22.7,nt,17.5%,nt,10.3%,nt,nt
O=C(NC1CCCCC1)c1ccc(-c2ccccc2)cc1,-0.2,59,nt,nt,i,13.0,nt,5.9%,nt,-6.6%,nt,nt
CCOC(=O)c1[nH]ncc1CN1CCC(Cc2cccc(OC)c2)(C(=O)OCC)CC1,0.8,53,93.3%,-4.6%,i,20.4,-12.0%,18.5%,-0.1%,12.3%,3.6,726
Oc1ccc(Br)cc1C1Nc2ccccc2S1 (stereo not given),-1.2,43,7.4%,-4.7%,i,42.9,-3.6%,6.8%,-0.1%,6.9%,nt,nt
CCOC(=O)Cc1ccc(NC(=O)c2ccccc2Br)cc1,0.4,39,-4.3%,-5.6%,i,48.4,-6.1%,-0.8%,0.2%,8.3%,9.8,694
COc1cc(/C=N/OCC(=O)Nc2ccc(OC(F)F)cc2)ccc1OCc1ccccc1,0.1,37,-2.7%,-0.2%,i,5.7,4.3%,-1.4%,0.2%,9.2%,8.3,684
COc1ccc(-c2cc(C(=O)NCC(c3ccccc3)N(C)C)c3ccccc3n2)cc1OC (stereo not given),1.2,80,5.0%,-3.7%,i,37.8,0.4%,22.6%,0.0%,-1.1%,0.3,806
COc1ccc(NC2=NCC(=O)N2Cc2cccs2)cc1,0.6,40,20.8%,-4.7%,i,22.5,-0.6%,20.2%,-0.1%,2.2%,nt,nt
COc1ccc(S(=O)(=O)N(C)C)cc1NC(=O)[C@H](Cc1ccccc1)N1C(=O)c2ccccc2C1=O,2.0,74,6.9%,-4.8%,i,5.6,1.9%,18.6%,-0.1%,-1.6%,-0.7,667
CCN(C(C)=O)c1cccc2ccccc12,0.8,46,14.2%,-7.2%,i,35.9,6.2%,16.9%,-0.1%,1.5%,-1.5,751

# Source: PubChem
